# STAT3 blocker = STAT3 signaling inhibition; U3A cells, IL-6 STAT3-luciferase reporter, luminescence; host cell line lacks STAT1; inhibition, % at 5.5 µM; 190,000 compounds, 0.89% hits;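 active = inhibition above the mean inhibition across all screened compounds plus 3 SD, cut at about 44% in these data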;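 note: 0% = DMSO only wells and 100% = 100 µM nifuroxazide control wells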
# G6PDH CS = counter-screen for G6PDH assay hits: L. mesenteroides G6PDH inhibition; AID 1020; inhibition, % at 5 µM; Purified L. mesenteroides G6PDH, diaphorase/resazurin coupled fluorescence, 45 min; 200,000 compounds, 0.12% hits; in the data active = inhibition above about 50%
# APP 5UTR inh = APP translation inhibition. SH-SY5Y APP 5'UTR-luciferase reporter, luminescence. inhibition, % at 2 µM. 190,000 compounds, 0.82% hits. AID 1285;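 active = inhibition above a set limit, derived from the sample mean plus 3 SD, cut at about 45% in these data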; note: values of inactives mirror those of a sister screen read the other way
# STAT1 blocker = inhibitors of IFN-gamma induced STAT1 signaling; NIH 3T3 STAT1-luciferase reporter, luminescence; inhibition, % at 5.5 µM; 200,000 compounds, 0.35% hits; AID 920;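 active = inhibition above a set limit, the mean inhibition across all tested compounds plus 3 SD, cut at about 34% in these data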;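 note: 0% = IFN-gamma with DMSO and 100% = IFN-gamma with 300 µM nifuroxazide; values of inactives mirror those of a sister screen read the other way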
# Diaph act CS = counter-screen for diaphorase-based assays: diaphorase activators and chemical reducers; 190,000 compounds, 0.005% hits; Diaphorase/resazurin coupled assay, resorufin fluorescence, 16 min; active compounds read high; 1 = vehicle wells, 0 = NADH-free wells; activation factor at 20 µM;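 active = diaphorase activity raised at least twofold by the compound at 20 µM; inactive = activation factor below 2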
#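 Assay system: Purified diaphorase enzyme from Clostridium kluyveri | Amount: Enzyme 0.07 U/mL final | Dosing: Compound 20 µM once, DMSO 1% | Timing: 16 min reaction at room temperature | Detection: Fluorescence, excitation 544 nm and emission 590 nm | Evaluation: Higher resorufin formation from activation or reduction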
# STAT3 act = STAT3 signaling activation; U3A cells, IL-6 STAT3-luciferase reporter, luminescence; 100% = signal with IL-6 EC80 alone; activation (% of control), % at 5.6 µM; 190,000 compounds, 0.91% hits; AID 871;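 active = activation above the screen-wide mean of compound activation plus 3 SD, cut at about 130% in these data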;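 note: 0% = background luminescence of wells with medium and substrate only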
#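 Material: STAT1-lacking human U3A cells, STAT3 luciferase reporter | Benchmarks: IL-6-only wells as 100% reference | Probe or stimulus: IL-6 (33 ng/mL) | Timing: Compound 1 h, then IL-6 6 h at 37 °C | Detection: Luminescence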
# Hsp70 act = transcriptional activators of Hsp70. HeLa Hsp70 promoter luciferase reporter, luminescence; scaled: vehicle 0, proteasome-inhibitor control 100%. activation, % at 10 µM. 200,000 compounds, 0.04% hits;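 active = activation above the mean across all tested compounds plus 3 SD, cutoff set per campaign, cut at about 5.5% in these data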;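 note: 100% = MG132 at 30 µM as the positive control and 0% = DMSO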
# TLR4-MyD88 BLA = TLR4-MyD88 interaction inhibition in cells; inhibition, % at 8.4 µM; O00206+Q99836; HeLa CL3-4 TLR4/MyD88 BLA complementation, FRET ratio; 200,000 compounds, 0.18% hits; AID 861; in the data active = inhibition above about 25%;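 note: 0% = vehicle and 100% = reference inhibitor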
# Target sequence (O00206 whole entry, looked up): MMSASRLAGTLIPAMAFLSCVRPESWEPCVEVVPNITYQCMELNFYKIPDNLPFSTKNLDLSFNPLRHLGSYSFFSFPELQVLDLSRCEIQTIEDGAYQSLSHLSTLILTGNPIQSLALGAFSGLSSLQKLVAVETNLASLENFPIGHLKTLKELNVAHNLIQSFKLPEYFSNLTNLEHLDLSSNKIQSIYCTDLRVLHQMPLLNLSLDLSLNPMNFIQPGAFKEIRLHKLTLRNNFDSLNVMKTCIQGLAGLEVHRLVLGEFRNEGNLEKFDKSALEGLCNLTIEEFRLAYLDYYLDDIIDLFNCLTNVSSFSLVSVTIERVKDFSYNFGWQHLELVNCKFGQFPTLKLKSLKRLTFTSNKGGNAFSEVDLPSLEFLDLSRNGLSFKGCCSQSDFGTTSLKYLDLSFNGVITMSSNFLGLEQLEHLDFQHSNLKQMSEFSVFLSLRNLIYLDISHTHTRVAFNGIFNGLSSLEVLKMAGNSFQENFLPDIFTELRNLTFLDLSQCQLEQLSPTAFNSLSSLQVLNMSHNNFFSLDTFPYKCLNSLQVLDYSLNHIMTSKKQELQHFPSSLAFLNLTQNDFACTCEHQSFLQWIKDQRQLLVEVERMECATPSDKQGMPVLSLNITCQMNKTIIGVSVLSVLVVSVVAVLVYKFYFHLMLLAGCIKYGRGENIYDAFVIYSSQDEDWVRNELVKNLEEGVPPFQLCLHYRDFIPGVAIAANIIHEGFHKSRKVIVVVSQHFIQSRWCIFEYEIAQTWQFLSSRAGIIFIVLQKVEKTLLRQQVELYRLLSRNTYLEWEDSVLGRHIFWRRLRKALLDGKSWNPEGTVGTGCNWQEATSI
# Target sequence (Q99836 whole entry, looked up): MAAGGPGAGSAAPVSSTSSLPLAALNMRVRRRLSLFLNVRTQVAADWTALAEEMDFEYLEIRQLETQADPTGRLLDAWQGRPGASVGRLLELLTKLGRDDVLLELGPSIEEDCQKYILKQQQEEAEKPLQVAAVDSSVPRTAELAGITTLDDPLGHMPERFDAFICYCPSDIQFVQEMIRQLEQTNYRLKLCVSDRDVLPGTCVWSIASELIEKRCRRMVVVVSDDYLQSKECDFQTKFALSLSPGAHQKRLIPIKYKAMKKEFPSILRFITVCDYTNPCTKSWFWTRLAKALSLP
# Diaph inh CS = inhibits diaphorase or chemically oxidizes, flagging diaphorase assay artifacts. inhibition, % at 20 µM. 190,000 compounds, 0.69% hits. AID 1217. diaphorase resazurin-to-resorufin fluorescence, NADH, 16 min; bacterial (C. kluyveri) enzyme, not human;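 active = primary screen inhibition at 20 µM above a set limit, cut at about 50% in these data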;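 note: plate controls were DMSO with full reaction for no effect and wells lacking NADH for full effect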
#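 Assay system: diaphorase enzyme from Clostridium kluyveri; Input: enzyme working solution with 0.14 U/mL diaphorase; Timing: 16 min at room temperature; Technique: resorufin fluorescence, excitation 544 nm, emission 590 nm; Benchmarks: positive control minus NADH, DMSO neutral control.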
# STAT1 activator = activators of IFN-gamma induced STAT1 signaling; 200,000 compounds, 2.6% hits; activation (% of control), % at 5.5 µM; NIH 3T3 STAT1-luciferase reporter, luminescence; 100% = IFN-gamma alone, no compound;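 active = activation above the screen-wide mean activation plus 3 SD, cut at about 130% in these data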;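 note: raw ratio to IFN-gamma control signal so 100% means no change and 0% no light; values of inactives mirror those of a sister screen read the other way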
# Active calls of the source: *; / = not tested or not shown. Outcome played no part in choosing rows (roughly 6.1% active in at least one column).
smiles	TLR4-MyD88 BLA	STAT1 blocker	STAT3 blocker	G6PDH CS	STAT1 activator	STAT3 act	Diaph inh CS	Hsp70 act	Diaph act CS	APP 5UTR inh
CCCC1CCc2c(sc(N)c2C(N)=O)C1 (configuration not stated)	1	4	0	3	96	98	21	0.2	0.8	-1
O=C1c2ccccc2C(=O)N1CC#CCN1CCN(C2CCCCC2)CC1	9	-4	1	19	103	101	15	0.1	0.8	2
COc1cc(NC(=O)c2cccs2)c(C(=O)OCC(=O)NC(C)c2ccccc2)cc1OC (configuration not stated)	-10	0	18	-2	100	85	10	-0.4	0.9	-5
O=c1c(Cc2ccc(F)cc2)c(O)ccn1CCCn1ccnc1	13	-12	9	4	108	96	-8	-0.4	1.1	-7
COc1ccc(N(CC(=O)NC2CCCC2)C(=O)Cn2nnc(-c3ccc(C)cc3)n2)cc1OC	9	-2	10	1	102	96	12	0.1	0.9	-2
COCCn1c(-c2ccccc2)nc(=S)c2c1CC(C)(C)OC2	-6	2	7	4	99	98	17	0.1	0.8	3
O=C(NCCCCNC(=O)c1ccccn1)c1ccccn1	-7	5	13	8	94	95	0	-0.1	1	4
O=C(NCc1cccnc1)C1CCCN(S(=O)(=O)c2cccc3nsnc23)C1 (configuration not stated)	-6	7	1	2	94	102	9	-0.3	0.9	-7
c1ccc(-c2cc(N3CCOCC3)nc(-c3ccccc3)n2)cc1	13	5	14	1	95	90	3	0.0	1	-1
CCCCC(=O)NC(=S)Nc1ccccc1N1CCCCC1	11	1	10	6	99	91	17	0.0	0.8	-16
O=C(CCNC(=O)Cn1cnc2ccccc2c1=O)NCC1COc2ccccc2O1 (configuration not stated)	19	6	11	-4	95	97	7	0.9	0.9	-2
Cc1ccc(CSc2nnc(-c3cccnc3)n2N)cc1	4	-4	-5	1	104	108	2	0.0	1	-4
CCCN=C1N/C(=C\c2ccco2)C(=O)N1c1ccccc1	-14	2	-5	6	98	103	22	-0.2	0.8	4
CC(=O)n1cc(Nc2ccccc2C(=O)O)c2ccccc21	11	14	-60	5	88	156*	32	-0.1	0.7	-7
O=C(NCc1ccco1)C1CCN(c2ccc(S(=O)(=O)N3CCOCC3)cc2[N+](=O)[O-])CC1	3	4	-6	3	96	107	6	0.0	0.9	-27
O=C(O)CC/C(=N\NC(=O)c1ccc(F)cc1)c1ccc(Br)cc1	-13	-16	4	2	115	99	-3	0.0	1	-17
Cc1ccc(NC(=S)NC(=O)c2ccc(-c3ccc(Cl)cc3)o2)c(O)c1	1	-1	-14	-22	101	113	10	-0.2	0.9	-5
S=C(Nc1ccc(Cl)c(Cl)c1)NC1CCCCC1	4	-7	16	-9	106	90	4	0.0	1	14
O=C(O)C1CCCCC1C(=O)N1CC=C(c2ccccc2)CC1 (configuration not stated)	-5	-8	11	0	108	95	12	-0.2	0.9	-6
Cc1cc(C)nc(Sc2ccc(C=O)cc2[N+](=O)[O-])n1	-23	-2	7	7	102	102	20	-0.1	0.8	-2
O=C(NCCN1CCOCC1)c1cc2n(n1)C(C(F)(F)F)CC(c1ccc(F)cc1)N2 (configuration not stated)	-1	-4	10	4	104	97	-8	0.3	1.1	-21
CC(C)c1nc(NCCN2CCOCC2)c(C#N)c2c1COC(C)(C)C2	-9	5	6	1	96	99	15	-0.2	0.8	2
NC(=O)c1ccsc1NC(=O)c1cccs1	4	-26	14	/	124	93	/	-0.2	/	-15
CCOC(=O)C1C(=O)OC2(CCCC2)C1C(=O)OCC (configuration not stated)	2	0	8	-1	100	96	6	-0.1	0.9	-9
CCNc1nc(NOC)nc(OCC#N)n1	15	2	8	10	98	96	15	-0.1	0.9	-6
COc1cccc(CC(NC(C)=O)C(=O)NC2CCN(S(=O)(=O)c3cccc4ccccc34)CC2)c1 (configuration not stated)	3	5	2	5	96	104	10	-0.2	0.9	-13
CCOC(=O)NC(=O)CSc1nc2ccc(OCC)cc2[nH]1	-7	6	2	13	94	101	3	-0.5	1	-17
Cc1[nH]c2ccc(F)cc2c1CCN(Cc1cccnc1)C(=S)Nc1ccccc1	5	4	4	10	96	101	13	-0.3	0.9	14
CCC(NC(=S)Nc1ccccc1)C(=O)O (configuration not stated)	-3	-3	7	-13	102	93	6	-0.4	0.9	2
CCOC(=O)c1ccccc1-c1csc(NS(=O)(=O)c2ccc(Cl)cc2)n1	-10	1	2	-2	99	99	6	-0.5	0.9	-12
O=C(CSc1ccccn1)Nc1ccc(F)c([N+](=O)[O-])c1	13	-2	9	4	101	96	21	-0.3	0.8	-24
O=C(Cc1ccc(Br)cc1)OCC(=O)N1CCc2ccccc2C1	-5	-8	0	-14	107	100	13	-0.2	0.9	-18
c1ccc(C2NCCc3ccccc32)cc1 (configuration not stated)	6	5	4	13	96	97	26	-0.1	0.7	11
O=C(c1ccc(Br)cc1)N(Cc1nc2ccccc2c(=O)[nH]1)C1CCCC1	-7	-12	16	9	109	92	18	-0.2	0.8	9
COc1ccc(C(CCNCc2ccc(F)cc2)c2ccc(F)cc2)cc1 (configuration not stated)	10	12	-2	10	89	102	-19	-0.1	1.2	25
COC(=O)c1sc(NC(=O)/C=C/c2ccc(C)cc2)nc1C	2	-4	13	8	104	92	1	0.0	1	-30
O=C(O)CCCCn1c(SCc2ccccc2Cl)nc2ccsc2c1=O	7	-2	8	0	103	94	21	-0.1	0.8	-11
O=C(Nc1ccc(Cl)cn1)c1ccccc1F	-6	-36	12	-12	133*	90	9	0.2	0.9	-183
CCN(CC)C(=O)Cn1c(=O)n(-c2ccccc2)c(=O)c2sccc21	-7	9	1	11	92	100	2	0.0	1	-40
COc1ccc(-c2cn[nH]c2N)c(OC)c1	0	5	-12	-7	95	114	12	0.1	0.9	-4
COc1cccc2sc(Nc3nc4ccc(NC(C)=O)cc4s3)nc12	-17	-35	-5	3	132*	104	-29	0.3	1.3	14
COC(=O)C1=C(C)N(c2ccc(Br)cc2)C(=O)/C1=C\c1ccco1	-10	7	6	15	94	97	4	-0.2	1	-4
CN1/C(=C/C(=S)NC(=O)C2CCC2)C(C)(C)c2ccccc21	17	8	31	18	92	77	30	-0.4	0.7	-2
CC(=O)c1nn(-c2ccccc2)cc1C(=O)c1ccc(Br)cc1	-3	5	-14	3	95	110	6	-0.1	0.9	22
COc1cccc(-c2nc(-c3ccccc3)[nH]c(=O)c2C#N)c1	-8	-3	18	3	103	91	8	0.8	0.9	1
N#Cc1cnc(SCC(=O)c2ccccc2)nc1N	-3	1	2	-39	99	102	22	0.4	0.8	-12
N#CCSc1nnc(COc2ccc3ccccc3c2)o1	-3	-13	10	8	112	95	15	0.9	0.8	-6
COCC(=O)NNS(=O)(=O)c1ccccc1[N+](=O)[O-]	5	3	12	-15	98	88	17	-0.3	0.8	13
CC1(C)OC(c2ccccc2)=C/C(=C/C=Nc2ccccc2)O1	6	14	6	12	95	98	-4	0.0	1	14
Cn1c(=O)[nH]c(=O)c2c1nc(NCc1ccccc1)n2CC(O)c1ccccc1 (configuration not stated)	1	-9	7	12	108	96	12	0.1	0.9	3
COC(=O)CNC(=O)COC(=O)C(Cc1ccccc1)NC(=O)c1ccco1 (configuration not stated)	-5	1	-3	7	99	104	-5	-0.1	1	10
O=C(CNC(=O)c1ccccc1)NCCO	-25	-4	16	1	104	93	0	-0.3	1	-7
CCN(C(=O)c1sc(N)c(C#N)c1C)C1CCCCC1	-2	5	14	1	96	93	13	-0.2	0.9	-21
Cc1cnc(C(=O)OCC(=O)NCCc2ccccc2)cn1	1	1	-3	1	99	103	18	0.1	0.8	-12
CC1=C(C(N)=O)C(c2cccs2)n2nc(-c3cccc(Cl)c3)nc2N1 (configuration not stated)	5	-16	14	3	115	91	10	-0.1	0.9	-6
CCOc1ccc(NC(=S)Nc2cc(C)[nH]n2)cc1	2	-34	-1	5	132*	106	21	0.5	0.8	-15
CN(C(=O)c1ccncc1)c1nnc(-c2ccccn2)s1	6	-30	17	-2	128	87	-1	0.1	1	-19
N#CCCN(C(=O)COC(=O)c1ccc(S(=O)(=O)Nc2ccccc2)cc1)c1ccccc1	-2	-6	-5	1	105	105	0	-0.3	1	-13
Cc1cccc(N2CCN(C(=O)CCc3nc4ccccc4[nH]3)CC2C)c1 (configuration not stated)	-9	0	10	1	100	99	11	0.3	0.9	-17
Cc1ccc(-c2nc(N)n(C(=O)c3ccco3)n2)cc1	-14	-12	4	4	110	99	6	-0.1	0.9	2

# Other results follow:
smiles	TLR4-MyD88 BLA	STAT1 blocker	STAT3 blocker	G6PDH CS	STAT1 activator	STAT3 act	Diaph inh CS	Hsp70 act	Diaph act CS	APP 5UTR inh
CC(C)N1CCN(Cc2nc3ccccc3s2)CC1CCO (configuration not stated)	-10	-3	-2	7	101	103	/	-0.1	/	-2
COc1ccc(NC(=O)CSc2ccc3nnc(-c4cccnc4)n3n2)c(OC)c1	-3	-3	8	10	101	102	18	-0.2	0.8	2
COc1ccc(Cn2c(=O)[nH]c3cc(C(=O)NCc4ccc5c(c4)OCO5)ccc3c2=O)cc1	-2	1	24	/	99	82	/	-0.1	/	5
CCCSc1cc(=O)n(-c2ccccc2)nc1C(=O)OCC	-15	13	5	0	88	102	12	-0.5	0.9	-20
O=C(NC1CCCC1)C(c1cccs1)N(C(=O)c1ccco1)c1ccc2c(c1)OCCO2 (configuration not stated)	6	2	6	6	98	98	14	-0.4	0.9	-8
COCCCNC(=O)c1cc(S(=O)(=O)N2CCOCC2)ccc1SCc1cccc(OC)c1OC	0	1	11	2	98	100	9	0.4	0.9	-4
CCN1CCN(C(=S)c2ccc(-c3ccccc3)cc2)CC1	2	11	47*	-3	88	63	5	-0.4	0.9	-7

# Screens from PubChem.
